Bcl-B Bim block = inhibitors of Bim-Bcl-B binding, primary screen, biochemical, multiplexed, human Bcl-2 family. Bcl-2-like protein 10 (Homo sapiens), Q9HD36. bead-based flow cytometry, Bim peptide-Bcl-B binding. inhibition, % at 10 µM. 190,000 tested, 0.073% active;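 further: 0% = tracer peptide without compound and 100% = reference inhibitor peptide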
Target sequence (Q9HD36 whole entry, looked up): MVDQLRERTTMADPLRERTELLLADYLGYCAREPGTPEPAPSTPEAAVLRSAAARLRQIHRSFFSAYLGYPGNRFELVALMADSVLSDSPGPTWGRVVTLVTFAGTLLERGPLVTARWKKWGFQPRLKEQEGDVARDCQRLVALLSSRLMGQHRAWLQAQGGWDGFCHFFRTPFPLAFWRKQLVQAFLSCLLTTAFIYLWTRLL
RGS4-Gao reg = modulators of RGS4 binding to Galphao, primary screen, biochemical, multiplexed bead flow cytometry; actives lie on both sides; 220,000 tested, 0.33% active; Guanine nucleotide-binding protein G(o) subunit alpha (Homo sapiens), P09471; binding response (% of control), % at 10 µM; in the data active means binding response below about 49% or above about 150%; inactive means in between;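 further: fluorescent Galphao activated with aluminum fluoride binding bead-coupled RGS4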
Target sequence (P09471 whole entry, looked up): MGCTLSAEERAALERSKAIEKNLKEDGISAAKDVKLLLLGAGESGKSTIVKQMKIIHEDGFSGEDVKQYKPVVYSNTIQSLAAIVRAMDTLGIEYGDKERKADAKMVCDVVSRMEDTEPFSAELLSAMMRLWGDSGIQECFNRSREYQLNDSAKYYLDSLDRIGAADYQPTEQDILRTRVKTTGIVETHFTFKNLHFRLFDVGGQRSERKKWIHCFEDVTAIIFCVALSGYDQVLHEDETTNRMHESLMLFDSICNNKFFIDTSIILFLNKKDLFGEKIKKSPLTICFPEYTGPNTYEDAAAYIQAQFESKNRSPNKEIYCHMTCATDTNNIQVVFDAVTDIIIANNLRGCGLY
Bfl-1 Bim block = inhibitors of Bim binding to Bfl-1, primary screen, biochemical, multiplexed, bead-based flow cytometry; Bim-Bfl-1 binding inhibition; inhibition, % at 10 µM; 190,000 tested, 0.12% active; AID 1008, 2008;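 further: 0% = wells without compound plus tracer and 100% = blocker peptide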
RGS8-Gao reg = RGS8-Galphao binding modulators, primary screen, biochemical, multiplexed bead flow cytometry; response (percent of control binding), % at 10 µM; actives lie on both sides; 220,000 tested, 0.34% active; Guanine nucleotide-binding protein G(o) subunit alpha (Homo sapiens), P09471; AID 1423, 2008; in the data active means response below about 60% or above about 140%; inactive means in between;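 further: Galphao activated as the GDP aluminium fluoride complex binding bead-coupled RGS8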
ABCB1 inh = ABCB1 efflux pump inhibitors, primary screen, cell-based, multiplex, flow cytometry, ABCG2 counter-screen. ATP-dependent translocase ABCB1 (Homo sapiens), P08183. CCRF-Adr cells, JC-1 efflux. inhibition, % at 6.6 µM. 190,000 tested, 0.067% active; in the data active means inhibition above about 40%;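 further: 0% = vehicle and 100% = reference inhibitor; higher value means more JC-1 retained so stronger ABCB1 efflux block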
ABCG2 block = ABCG2 efflux pump inhibitors, primary screen, multiplex with ABCB1, IgMXP3 cells, flow cytometry. Broad substrate specificity ATP-binding cassette transporter ABCG2 (Homo sapiens), Q9UNQ0. JC-1 efflux. inhibition, % at 6.6 µM. 190,000 tested, 0.1% active;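 active means inhibition above 80%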;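 further: 0% = DMSO and 100% = nicardipine control wells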
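Test system: IgMXP3 (ABCG2) plus far-red-tagged CCRF-Adr (ABCB1) cells / Amount: 3 million cells/mL in well / Reagent: JC-1 transporter substrate / Timing: 10 min compound exposure, 25 °C / Signal: flow cytometry, 530 nm JC-1 signal / Read-out: percent efflux inhibition, scaled nicardipine 100% to DMSO 0% / Benchmarks: nicardipine as high control, DMSO as low control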
Bim-Bcl-2 = inhibitors of Bim-Bcl-2 binding, primary screen, biochemical, multiplexed, human Bcl-2 family; Apoptosis regulator Bcl-2 (Homo sapiens), P10415; Bead-based flow cytometry, Bim peptide-Bcl-2 binding; inhibition, % at 10 µM; 190,000 tested, 0.06% active; in the data active means inhibition above about 40%;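 further: 0% = no compound wells with probe peptide and 100% = reference peptide inhibitor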
Target sequence (P10415 whole entry, looked up): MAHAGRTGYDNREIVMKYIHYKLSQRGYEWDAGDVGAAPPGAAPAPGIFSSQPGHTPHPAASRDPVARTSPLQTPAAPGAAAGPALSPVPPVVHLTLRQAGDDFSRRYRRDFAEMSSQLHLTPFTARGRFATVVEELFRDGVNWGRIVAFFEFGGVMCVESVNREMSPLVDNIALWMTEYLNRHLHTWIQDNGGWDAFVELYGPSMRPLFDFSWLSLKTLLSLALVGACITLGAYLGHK
Bim-Mcl-1 = inhibitors of Bim peptide binding to Mcl-1, primary screen, biochemical, bead-based flow cytometry, multiplex. Induced myeloid leukemia cell differentiation protein Mcl-1 (Homo sapiens), Q07820. Bim peptide-Mcl-1 binding. inhibition, % at 10 µM. 190,000 tested, 0.1% active;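 further: 0% = no compound tracer wells and 100% = peptide blocker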
RGS7-Gao = RGS7-Galphao binding modulators, primary screen, biochemical, multiplexed bead flow cytometry; Guanine nucleotide-binding protein G(o) subunit alpha (Homo sapiens), P09471; actives lie on both sides; binding response (% of control), % at 10 µM; 220,000 tested, 0.35% active; AID 1439, 2008; in the data active means binding response below about 49% or above about 150%;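 further: fluorescent Galphao held in activated GDP-AlF4 state binding bead-coupled RGS7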
Bim-Bcl-W = inhibitors of Bim binding to Bcl-W, primary screen, biochemical, multiplexed, bead-based flow cytometry; Bim peptide-Bcl-W binding; inhibition, % at 10 µM; 190,000 tested, 0.02% active;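 further: 0% = bound tracer without compound and 100% = peptide blocker; higher means less fluorescent Bim peptide bound to Bcl-W beads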
Target sequence (Q92843 whole entry, looked up): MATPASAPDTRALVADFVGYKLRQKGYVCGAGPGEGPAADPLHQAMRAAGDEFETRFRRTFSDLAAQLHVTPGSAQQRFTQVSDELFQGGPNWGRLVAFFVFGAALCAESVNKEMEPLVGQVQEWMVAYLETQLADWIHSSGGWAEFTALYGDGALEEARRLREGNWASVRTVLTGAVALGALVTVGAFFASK
Bcl-XL Bim block = inhibitors of Bim-Bcl-XL binding, primary screen, biochemical, multiplexed, bead flow cytometry, human Bcl-XL | Bcl-2-like protein 1 (Homo sapiens), Q07817 | Bim peptide-Bcl-XL binding, fluorescence | inhibition, % at 10 µM | 190,000 tested, 0.04% active
* hit, by the source's call; nt = no result given. Unless noted, no stated cut-off is given here; in the data, active means inhibition above about 40%.

Values run as follows: Bcl-B Bim block, RGS4-Gao reg, Bfl-1 Bim block, RGS8-Gao reg, ABCB1 inh, ABCG2 block, Bim-Bcl-2, Bim-Mcl-1, RGS7-Gao, Bim-Bcl-W, Bcl-XL Bim block
CCOC(=O)C1CCCN(Cc2nc(N)nc(Nc3ccccc3OC)n2)C1 (stereo unspecified)
→ -7, 102, -12, 98, 0.3, 1, -7, -3, 96, -3, -7
Cc1cc(C(=O)COC(=O)c2n[nH]c3ccccc23)c(C)n1CC1CCCO1 (stereo unspecified)
→ -6, 90, -14, 98, 0.8, 6, -3, 1, 92, 0, -4
CC(C(=O)N1CCCCC1)N1C(=O)c2ccccc2C1=O (stereo unspecified)
→ -1, 98, -1, 101, 0.1, -1, -1, 0, 96, 0, 0
N#C/C(=C(/O)COc1ccccc1)c1nc2ccccc2s1
→ 0, 100, -5, 104, -0.3, 1, -1, -2, 101, 0, -6
O=C(COc1cccc(-n2cnnn2)c1)Nc1ccccc1
→ 3, 100, 2, 101, 0.1, 1, 0, 8, 103, 0, 0
COc1ccc(CCNC(=O)CNCC2CCCO2)cc1OC (stereo unspecified)
→ -4, 103, -11, 99, 0.2, 1, -6, 2, 99, 1, 7
C=C(C)c1cccc(C(C)(C)NC(=O)Nc2ccc(Cl)cn2)c1
→ 0, 100, 0, 100, 0.8, 19, -6, -4, 97, -1, -2
CCOC(=O)C(=O)N1CCN(c2cc3c(cc2[N+](=O)[O-])n(C)c(=O)n3C)CC1
→ 0, 98, -1, 99, 0.7, 9, 1, 1, 99, 4, 2
CC(C)(C)NC(=O)C(c1cccs1)N(CC1CCCO1)C(=O)c1ccc(-c2ccccc2)[nH]1 (stereo unspecified)
→ -6, 101, -11, 99, 2.6, 3, -7, -2, 99, -5, -8
CCN1CCN(c2ncc(C(=O)N3CCCc4ccccc43)c3ccccc23)CC1
→ 0, 103, -3, 108, 0.2, 0, 0, -4, 101, 0, -4
CCSc1nnc(NC(=O)CSc2nnc(Cc3cccn3C)n2-c2ccc(C)cc2)s1
→ -2, 96, -7, 102, 0.3, 6, -4, 0, 94, 0, -2
CCCN(CCC)c1nc(Cl)nc(NCCN2CCOCC2)n1
→ -2, 102, -7, 105, 0.8, 3, -7, 0, 104, 0, -2
COc1ccc(CCNS(=O)(=O)c2ccc3c(c2)OCCO3)cc1
→ -7, 104, -7, 99, -0.1, 1, -6, 0, 101, -2, -6
O=C(OCn1nnc2ccccc2c1=O)c1ccc2ccccc2n1
→ -1, 100, -1, 98, 0.5, 0, -2, -1, 104, 0, 3
CCNC(=S)NNC(=O)c1cc(-c2ccc(OC)cc2)nc2ccccc12
→ -13, 104, 1, 103, 0.0, 0, 0, -6, 104, -3, -10
CCc1ccccc1NC(=O)CN(C)C(=O)CSc1nnc(Nc2cccc(C)c2)s1
→ -4, 82, -12, 100, 0.2, 2, -2, 1, 100, 0, -4
NC(=O)c1ccc(Oc2ccc3ccc(=O)oc3c2)c([N+](=O)[O-])c1
→ -1, 99, -1, 102, -0.1, 0, -2, 0, 96, 1, 3
CN(C[C@H](Cc1ccccc1)N(C[C@H](Cc1ccccc1)N(CCc1cc(C(F)(F)F)cc(C(F)(F)F)c1)N=O)N=O)N=O
→ -1, 102, -2, 100, 0.2, 0, -1, 2, 96, 2, -3
O=[N+]([O-])c1ccccc1S(=O)(=O)Oc1ccccc1/C=N/n1cnnc1
→ -10, 100, -9, 100, nt, 8, -8, -9, 102, -6, -9
Cc1nnc(SCC(=O)N2CCc3ccccc32)n1-c1ccccc1
→ -10, 100, -11, 100, 1.3, 24, -10, 0, 100, -1, -6
O=C(CSc1nnc(-c2csc3c2CCCC3)o1)Nc1ccccc1
→ -7, 100, -8, 99, 0.5, 5, -4, -1, 95, -4, -8
CC(=O)N1CCN(C(=S)c2cccc([N+](=O)[O-])c2)CC1
→ -19, 100, -11, 97, 0.3, 2, -4, -5, 103, -4, -6
CC(C)(C)c1ccccc1NC(=O)c1cccnc1
→ -7, 93, -9, 92, -0.2, 0, -6, 2, 91, 2, -6
O=C1C2C3C=CC(C4CC34)C2C(=O)N1c1ccc2c(c1)OCO2 (stereo unspecified)
→ -1, 101, -5, 102, 0.4, 0, -1, -2, 100, 2, -2
CC(/C=C/c1ccc2c(c1)OCO2)=N/NC(=O)c1ccc(C)nc1
→ -11, 101, -8, 102, 0.2, 1, -5, -4, 102, -4, -6
CC(Cc1cccs1)NC(=O)Nc1cccc(Cl)c1 (stereo unspecified)
→ -7, 102, -17, 101, 0.4, 12, -4, 1, 102, 2, -5
COc1cc(C2NCCc3c2[nH]c2ccccc32)ccc1OC(C)C (stereo unspecified)
→ 0, 95, 5, 92, -0.8, -2, -1, -3, 94, 12, 3
Cc1ccc(C(=O)NC(=S)NCC2CCCO2)cc1Br (stereo unspecified)
→ -5, 103, 0, 104, 0.2, 0, -2, -3, 103, -2, -7
COC(=O)CCN(C(=O)c1ccc(C)c([N+](=O)[O-])c1)c1ccccn1
→ -4, 98, -7, 99, 0.0, 2, -7, -2, 102, -1, -2
CCS(=O)(=O)c1ccc2oc(SCC(=O)N3c4ccccc4CC3C)nc2c1 (stereo unspecified)
→ 0, 105, -3, 101, 1.4, 6, 1, -3, 102, 0, -2

Reformatted: results already given
Compound,Bcl-B Bim block,RGS4-Gao reg,Bfl-1 Bim block,RGS8-Gao reg,ABCB1 inh,ABCG2 block,Bim-Bcl-2,Bim-Mcl-1,RGS7-Gao,Bim-Bcl-W,Bcl-XL Bim block
Cc1cc(C(=O)COC(=O)c2n[nH]c3ccccc23)c(C)n1CC1CCCO1 (stereo unspecified),-6,90,-14,98,0.8,6,-3,1,92,0,-4
CC(C(=O)N1CCCCC1)N1C(=O)c2ccccc2C1=O (stereo unspecified),-1,98,-1,101,0.1,-1,-1,0,96,0,0

(further entries)
Values run as follows: Bcl-B Bim block, RGS4-Gao reg, Bfl-1 Bim block, RGS8-Gao reg, ABCB1 inh, ABCG2 block, Bim-Bcl-2, Bim-Mcl-1, RGS7-Gao, Bim-Bcl-W, Bcl-XL Bim block
CN(Cc1ccccc1)S(=O)(=O)c1ccc2c(c1)OCCO2
→ -3, 93, -2, 99, 0.7, 6, -2, -4, 98, -3, -3
Cc1cc(C)c(C(=O)Nc2ccc(S(=O)(=O)Nc3onc(C)c3C)cc2)c(C)c1
→ -4, 102, -8, 103, 0.2, 1, -5, 0, 104, 0, 0
CC(=O)Nc1ccc(S(=O)(=O)NCCc2ccccc2)cc1
→ 0, 103, -1, 102, 1.4, 6, -3, -4, 101, 0, 1
Cc1[nH]n(-c2ccccc2)c(=S)c1C=NCCCN=Cc1c(C)[nH]n(-c2ccccc2)c1=S
→ -40, 92, 24, 52*, nt, -7, 2, -7, 95, 0, -2
COc1ccc(S(=O)(=O)Nc2ccccn2)cc1C
→ 1, 96, 1, 87, 0.3, 1, 0, 3, 93, 3, 5
CCCn1c(SCC(=O)NCC2CCCO2)nc2c1c(=O)n(C)c(=O)n2C (stereo unspecified)
→ 5, 94, -3, 100, 0.5, 2, 3, 1, 99, -2, -1
CCn1cc(C(=O)NCc2ccco2)c(=O)c2cc(S(=O)(=O)N3CCc4ccccc4C3)ccc21
→ 1, 106, -7, 104, nt, nt, -6, 0, 107, 1, -1
COc1ccc(C(=O)N2c3cc4c(cc3C(C)=CC2(C)C)OCO4)cc1
→ -6, 99, -5, 99, 0.2, 2, -4, 2, 101, -3, 2
CCOc1ccc(NC(=O)Cn2nnc(-c3ccccc3NC(=O)c3cccs3)n2)cc1
→ 2, 104, -4, 102, -0.2, -1, 0, 4, 102, 6, 5
O=C(O)c1cc(-c2ccncc2)nc2ccc(F)cc12
→ -9, 100, -15, 102, 0.8, 29, -9, -5, 97, -2, -6
CCSc1nnc(NC(=O)c2cc(-c3ccc(C)c(C)c3O)n[nH]2)s1
→ -4, 96, 0, 100, -1.2, -14, 0, -8, 94, -6, -5
O=C(O)CCn1[nH]c(=O)c2ccccc2c1=O
→ -5, 102, -12, 101, 0.1, 1, -4, 3, 101, 2, -3
Cc1nc(N2CCN(C)CC2)[nH]c(=O)c1Cc1cccc2ccccc12
→ -4, 92, -3, 103, 0.6, 2, -2, 0, 95, -3, -5
Cn1c(=O)c2c(nc(NCCc3ccccc3)n2CC(=O)NCCc2ccccc2)n(C)c1=O
→ -4, 100, -8, 103, 1.7, 16, -6, 0, 105, 3, 0
COC(=O)C1C(c2ccc(N(C)C)cc2)C(C(=O)OC)S(=O)(=O)CS1(=O)=O (stereo unspecified)
→ -2, 101, -4, 101, -0.4, -1, -3, -2, 98, 1, -2
CCOC(=O)c1c(C)c(C(=O)O)n(C)c1C
→ -4, 100, -13, 103, 0.3, 4, -4, 0, 101, -2, -2
COc1ccc(OCC(O)CN2CCCCCC2)cc1 (stereo unspecified)
→ -6, 100, -3, 101, 0.7, 1, -12, 0, 98, -2, -7
COc1ccccc1C(=O)NNC(=O)c1ccccc1F
→ -10, 93, -16, 97, 0.2, 6, -8, -8, 98, -7, -10

An excerpt of these results, tab-delimited.
Compound	Bcl-B Bim block	RGS4-Gao reg	Bfl-1 Bim block	RGS8-Gao reg	ABCB1 inh	ABCG2 block	Bim-Bcl-2	Bim-Mcl-1	RGS7-Gao	Bim-Bcl-W	Bcl-XL Bim block
O=[N+]([O-])c1ccccc1S(=O)(=O)Oc1ccccc1/C=N/n1cnnc1	-10	100	-9	100	nt	8	-8	-9	102	-6	-9
CCCn1c(SCC(=O)NCC2CCCO2)nc2c1c(=O)n(C)c(=O)n2C (stereo unspecified)	5	94	-3	100	0.5	2	3	1	99	-2	-1
